# RAM network inh – inhibitors of the yeast RAM network, primary screen, dse1pr::URA3 reporter, 5-FOA selection | 190,000 tested, 1.8% active | AID 868, 2007 | S. cerevisiae dse1pr::URA3 reporter, 5-FOA growth OD615, 2 d; analog-sensitive cbk1-as2 kinase mutant strain | inhibition, % at 50 µM;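 active = inhibition above a set limit, 3 SD over mean compound inhibition, cut at about 8.4% in these data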;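 also: 0% = DMSO-only wells with no growth and 100% = 10 µM 1-NA-PP1 full growth; inhibition rescues growth on 5-FOA so higher OD means more RAM inhibition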
# Diaphorase act – compounds boosting diaphorase resazurin reduction – biochemical, uHTS, resorufin fluorescence, counter-screen for diaphorase-coupled primary assays, primary screen; Diaphorase/resazurin coupled assay, 16 min; active compounds read high; 1 = vehicle wells, 0 = NADH-free wells; activation factor at 20 µM; 190,000 tested, 0.005% active; AID 1229, 2008;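 active = diaphorase activity raised at least twofold by the compound at 20 µM; inactive = activation factor below 2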
#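 Test system: Clostridium kluyveri diaphorase, purified enzyme; input: enzyme 0.07 U/mL final; buffer or medium: 50 mM HEPES pH 7.4 with 4.542 mM MgCl2, 0.005% Tween 20; also added: 0.114 mM NADH and 0.1 mM resazurin, final amounts; schedule: 16 min enzyme reaction, ambient temperature; technique: fluorescence of resorufin, 544 nm excitation, 590 nm emission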
# Hsp70 activator – Hsp70 transcriptional activators, primary screen, cell-based, HeLa, Hsp70 promoter luciferase, luminescence, 10 µM; HeLa Hsp70 promoter luciferase reporter; scaled: vehicle 0, proteasome-inhibitor control 100%; activation, % at 10 µM; 200,000 tested, 0.04% active; AID 1203, 2008;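 active = activation above the mean across all tested compounds plus 3 SD, cutoff set per campaign, cut at about 5.5% in these data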;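 also: 100% = MG132 at 30 µM as the positive control and 0% = DMSO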
# S1P3 antag – S1P3 receptor antagonists, primary screen, cell-based | CHO S1P3 NFAT-BLA reporter, FRET fluorescence, antagonist mode | inhibition, % at 4.98 µM | 170,000 tested, 0.27% active;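 active = inhibition above the plate cutoff, the mean inhibition of test wells on that plate plus 3 SD, cut at about 28% in these data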;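 also: cells challenged with S1P at its EC80 of 0.8 µM; blue over green emission ratio from cleaved BLA substrate after 4 h stimulation; 0% = S1P-stimulated wells and 100% = unstimulated DMSO-only wells; some compounds past the cut are filed as inactive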
# Target sequence (Q99500 whole entry, looked up): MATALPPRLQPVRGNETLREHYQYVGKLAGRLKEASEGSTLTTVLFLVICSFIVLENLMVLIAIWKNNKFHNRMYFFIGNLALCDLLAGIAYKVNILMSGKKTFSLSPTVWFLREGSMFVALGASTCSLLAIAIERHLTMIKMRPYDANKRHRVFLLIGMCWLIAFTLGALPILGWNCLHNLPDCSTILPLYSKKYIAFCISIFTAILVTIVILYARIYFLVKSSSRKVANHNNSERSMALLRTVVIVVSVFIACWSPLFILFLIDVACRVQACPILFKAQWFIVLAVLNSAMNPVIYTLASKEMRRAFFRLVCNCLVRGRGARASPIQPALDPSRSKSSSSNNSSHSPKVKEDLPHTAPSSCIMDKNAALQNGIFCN
# DTT redox prof – compounds producing H2O2 with reducing agent – biochemical, NIH compound library profiling, artefact control for MLSCN library redox annotation, primary screen; DTT-dependent redox cycling H2O2, phenol red/HRP absorbance; 100% = 100 µM peroxide control, 0% = buffer; AID 878, 2007; activation, % at 10 µM; 200,000 tested, 0.03% active;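 active = activation of at least 50% relative to the plate's high and low controls in the primary single-dose screen; inactive = activation below 50%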;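 also: compound incubated with DTT at 0.8 mM final as the reducing agent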
# G6PDH counter – L. mesenteroides G6PDH inhibitors, counter-screen for G6PDH-coupled screening assays, biochemical, Leuconostoc mesenteroides enzyme; glucose-6-phosphate dehydrogenase [Leuconostoc mesenteroides]; Purified L. mesenteroides G6PDH, diaphorase/resazurin coupled fluorescence, 45 min; inhibition, % at 5 µM; 200,000 tested, 0.12% active; AID 1020, 2008
# Lmaj promast – Leishmania major promastigote growth inhibition, primary screen. Leishmania major promastigotes, resazurin fluorescence viability. AID 1063, 2008. inhibition, % at 10 µM. 200,000 tested, 9% active;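 also: promastigotes grown with compound for 44 hours at 28 °C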
# TLR4 MyD88 comp – inhibitors of TLR4-MyD88 association in cells, primary screen, cell-based, HeLa CL3-4, BLA complementation, FRET ratio | Toll-like receptor 4 (Homo sapiens) + Myeloid differentiation primary response protein … | HeLa CL3-4 TLR4/MyD88 BLA complementation | inhibition, % at 8.4 µM | 200,000 tested, 0.18% active; in the data active = inhibition above about 25%;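 also: 0% = vehicle and 100% = reference inhibitor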
# PMI act hi M6P – human PMI activators, high substrate, primary screen, biochemical, fluorescence intensity, near-saturating mannose 6-phosphate; activation factor at 20 µM; coupled PMI enzyme assay, resazurin fluorescence, 20 min; active compounds read high; 1 = untreated enzyme, 0 = substrate-free blank; AID 1216, 2008; 190,000 tested, 0.34% active;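 active = activation factor of 2 or more at 20 µM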
# Target sequence (P34949 whole entry, looked up): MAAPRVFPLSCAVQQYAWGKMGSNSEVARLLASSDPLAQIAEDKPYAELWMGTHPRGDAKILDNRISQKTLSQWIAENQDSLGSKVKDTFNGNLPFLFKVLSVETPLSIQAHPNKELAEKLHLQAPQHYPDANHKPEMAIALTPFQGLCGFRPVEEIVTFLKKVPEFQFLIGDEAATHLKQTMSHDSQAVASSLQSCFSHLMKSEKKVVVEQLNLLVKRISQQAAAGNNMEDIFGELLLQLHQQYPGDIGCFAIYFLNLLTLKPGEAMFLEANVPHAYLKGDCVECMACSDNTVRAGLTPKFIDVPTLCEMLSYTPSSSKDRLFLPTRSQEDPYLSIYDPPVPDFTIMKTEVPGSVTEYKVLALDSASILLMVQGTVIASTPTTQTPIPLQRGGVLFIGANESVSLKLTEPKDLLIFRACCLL
#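 Test system: human PMI in coupled enzyme assay; Input: PMI at 15 ng/mL final; Medium: HEPES buffer, pH 7.4; Schedule: 20 min incubation at room temperature; Technique: resorufin fluorescence at Ex 544/Em 590 nm; Compound: 20 µM single dose; Probe or stimulus: Near-saturating mannose-6-phosphate, 1.0 mM.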
# PMI activator – activators of human PMI, primary screen, biochemical, fluorescence intensity, near-Km mannose 6-phosphate; Mannose-6-phosphate isomerase (Homo sapiens), P34949; purified human PMI, coupled resazurin fluorescence, 20 min; active compounds read high; 1 = vehicle control, 0 substrate-free wells; activation factor at 20 µM; 190,000 tested, 0.005% active;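 active = activation factor of 2 or more at 20 µM, relative to plate controls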
# Diaphorase inh – diaphorase inhibitors and chemical oxidizers, primary screen, counter-screen for diaphorase-coupled primary assays, biochemical, uHTS, resorufin fluorescence | diaphorase resazurin-to-resorufin fluorescence, NADH, 16 min; bacterial (C. kluyveri) enzyme, not human | inhibition, % at 20 µM | 190,000 tested, 0.69% active;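 active = primary screen inhibition at 20 µM above a set limit, cut at about 50% in these data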;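 also: plate controls were DMSO with full reaction for no effect and wells lacking NADH for full effect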
#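 Test system: diaphorase enzyme from Clostridium kluyveri; amount: diaphorase at 0.14 U/mL in enzyme working solution; detection: fluorescence of resorufin formed from resazurin, Ex 544/Em 590 nm; times: reaction incubation of 16 min at room temperature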
# Numbers without * were called inactive; · = no result given. Rule as the data show it, unless noted: active = inhibition above about 50%; inactive = the rest.
SMILES,RAM network inh,Diaphorase act,Hsp70 activator,S1P3 antag,DTT redox prof,G6PDH counter,Lmaj promast,TLR4 MyD88 comp,PMI act hi M6P,PMI activator,Diaphorase inh
O=c1c(-c2ccccc2)coc2c(CN3CCOCC3)c(O)ccc12,3.3,0.8,-0.1,0,-1.4,10,-2,0,0.9,0.8,20
O=C1COc2ccccc2CN1,-0.4,0.9,-0.2,·,-4.3,0,-4,6,1,1,7
CO/N=C(/CS(=O)Cc1ccc(Cl)cc1)c1ccc(Cl)cc1 (stereo unspecified),3.6,0.9,-0.3,·,1.5,-22,-6,9,0.9,0.9,12
COc1ccc(N=C2SC(C(=O)O)CC(=O)N2Cc2ccc(OC)c(OC)c2)cc1 (stereo unspecified),2.2,0.9,-0.3,-59,0.0,-1,-4,-19,0.9,0.9,10
NC(=O)C(=O)N/N=C/c1cccc(C(F)(F)F)c1,0.2,1,-0.3,-6,-0.1,1,-2,-14,1.1,1.1,-1
COC(=O)c1c(NC(=O)C2SC(=NC3CCCCC3)C(C(N)=O)=C2N)sc2c1CCCC2 (stereo unspecified),3.1,0.7,-0.4,-9,1.2,-8,-2,-9,0.8,0.8,26
O=C(CCC(=O)OCc1ccc(Br)cc1)Nc1ccccc1,-0.3,0.9,-0.2,-7,-0.2,8,13,-22,0.9,0.9,9
Cc1ccc(C2C3=C(CC(C)(C)CC3=O)Nc3n[nH]c(C)c32)cc1 (stereo unspecified),0.8,1,-0.1,8,1.6,1,0,-7,1,1.1,-3
COCCCNc1nc2nonc2nc1N1CCC(C(C)N2CCOCC2)CC1 (stereo unspecified),3.4,1.1,-0.1,0,-0.9,5,0,4,1.1,1.1,-11
C=CCOC(=O)C1=C(C)NC(SCC(=O)Nc2ccccc2)=C(C#N)C1c1ccco1 (stereo unspecified),0.9,0.9,-0.4,·,-3.2,15,8,1,1,0.9,14
Cc1nc2ccc(Cl)cn2c1C(=O)NN,-0.1,0.8,-0.1,-33,-0.5,14,5,3,0.8,0.8,23
CCNc1nc(NC(C)CC)nc(ON=C(C)C)n1 (stereo unspecified),1.1,0.9,-0.2,-8,-2.1,13,20,8,0.9,1,6
COc1cc(NC(=O)C(=O)NCCN2CCNCC2)c(OC)cc1Cl,0.1,0.9,0.0,-6,-0.6,0,45,2,0.9,1,7
CCOC(=O)c1cnc2ccc(C)cc2c1Sc1ccccc1C(=O)OC,0.3,0.8,-0.1,·,-7.9,1,0,12,0.9,0.8,23
CC(=O)Nc1ccc(S(=O)(=O)NCCSCc2ccco2)cc1,0.3,0.8,-0.4,-18,1.7,0,-9,-3,1,1,18
COc1ccc(CC(=O)NNC(=O)CCc2ccccc2)cc1OC,-0.6,1,-0.2,-11,-0.2,2,-3,0,0.9,1,-2
Cc1ccc(N(CC(=O)N/N=C/c2cccc(Br)c2)S(C)(=O)=O)cc1,7.5,0.9,-0.4,-4,0.0,13,32,1,1,1,11
O=C(CCN1C(=O)c2ccccc2C1=O)Nc1ccncc1,0.9,1.2,-0.2,-5,0.3,7,-8,2,1.2,1.1,-23
Cn1c(=O)c2c(nc(CN3CCN(CCO)CC3)n2CCc2ccccc2)n(C)c1=O,1.3,0.9,-0.1,4,0.0,9,-2,-4,1,0.9,14
N/C(=N\OS(=O)(=O)c1cc(Cl)ccc1Cl)c1ccncc1,2.0,1,0.0,·,0.3,7,-6,1,1.1,1.1,4

# Overlap with the part before: three entries, followed by the next part.
SMILES,RAM network inh,Diaphorase act,Hsp70 activator,S1P3 antag,DTT redox prof,G6PDH counter,Lmaj promast,TLR4 MyD88 comp,PMI act hi M6P,PMI activator,Diaphorase inh
O=C(CCN1C(=O)c2ccccc2C1=O)Nc1ccncc1,0.9,1.2,-0.2,-5,0.3,7,-8,2,1.2,1.1,-23
Cn1c(=O)c2c(nc(CN3CCN(CCO)CC3)n2CCc2ccccc2)n(C)c1=O,1.3,0.9,-0.1,4,0.0,9,-2,-4,1,0.9,14
N/C(=N\OS(=O)(=O)c1cc(Cl)ccc1Cl)c1ccncc1,2.0,1,0.0,·,0.3,7,-6,1,1.1,1.1,4
CCNS(=O)(=O)c1ccc2c3c(cccc13)C(=O)N2,0.1,1,0.1,·,0.2,3,4,12,1.1,1,4
O=C1CC(NCc2cccs2)C(=O)N1c1ccc(Cl)cc1 (stereo unspecified),0.5,1,-0.2,·,0.1,0,-5,1,1.1,1.1,-5
Cn1nnnc1NCc1ccc(Cl)cc1,2.0,1,0.4,-16,0.0,5,-2,2,1.1,1.1,1
Cc1nonc1NC(=O)CSc1nnc(-c2ccoc2C)n1C,1.9,1.2,-0.1,15,2.9,15,-5,13,1.2,1.2,-21
O=C(Nc1ccc2c(c1)OCO2)c1ccc(N2C(=O)c3ccccc3C2=O)cc1,4.2,1.1,-0.2,-7,0.6,3,-1,4,1,1,-11
O=C(NCc1ccncc1)C(=O)NCC1OCCCN1S(=O)(=O)c1ccccc1 (stereo unspecified),-0.1,0.8,-0.6,7,-0.2,10,-4,-7,0.9,1,18
C=CCSc1n[nH]c2nc3c(c(=O)n12)C1(CCCC1)Cc1ccccc1-3,1.8,0.8,0.2,·,1.1,-4,-10,-2,1.7,1.3,18
CCOc1ccc(N(CC(=O)Nc2ccccc2C)S(=O)(=O)c2c(C)noc2C)cc1,1.4,1,0.1,-5,-0.8,8,38,-10,1.1,1,5
O=C(COC(=O)c1ccc(S(=O)(=O)N2CCOCC2)cc1)Nc1nc(-c2ccccc2)cs1,1.4,1.1,0.1,-48,0.4,6,0,20,1.1,1,-11
OCC1(Cc2ccccc2)CCCN(C2CCCC2)C1 (stereo unspecified),1.3,1,-0.3,5,0.1,6,61*,3,1.1,1,1
CC(C)CN(C(=O)CN1CCN(c2ccc(F)cc2)CC1)c1c(N)n(CC(C)C)c(=O)[nH]c1=O,2.3,1,-0.3,0,0.3,-3,-3,1,1.1,1,-1
CCCCCOc1ccc(NC(=O)CCCC(=O)O)cc1,1.0,0.9,-0.1,-11,-0.1,-15,-3,3,0.8,0.9,13
O=c1cc(O)c2c(=O)n(-c3ccccc3)c3ccccc3c2o1,4.4,0.7,-0.1,-6,-1.8,16,2,3,0.8,0.8,30
C=CCc1ccc(OCCCOc2ccc(C(=O)O)cc2)c(OC)c1,4.9,1.3,0.0,-14,0.4,8,5,0,1.2,1.2,-27
C/C(=N\Nc1ccccc1Cl)c1ccc(-n2ccnc2)cc1,-0.8,1.2,-0.2,17,-0.6,-1,10,14,2.7*,1.7,-21
Cc1nc(N)sc1N=Nc1ccc(Br)cc1,-1.5,1,1.8,·,-1.9,2,5,13,1.1,1,-2
Cc1nc2ccccc2n1C1CC(=O)N(Cc2ccccc2)C1=O (stereo unspecified),0.7,0.9,-0.4,·,1.4,2,-2,-4,1,1,9
CC(=O)c1nc(N2C(=O)C3CC=C(C)CC3C2=O)sc1C (stereo unspecified),-0.4,0.9,-0.3,-16,1.8,4,-4,-2,1,1,11
Cc1ccc(C)c(NC(=O)CSc2ccc(-c3ccco3)nn2)c1,5.2,1,-0.3,9,0.5,-9,55*,-5,1,0.9,4
CC(C)CCN(C(=O)CNC(=O)c1cccs1)C(C(=O)NC1CCCC1)c1ccncc1 (stereo unspecified),1.8,1,-0.4,-1,-1.7,8,-13,5,1,1.3,0

# Brought forward from above: 2 entries, then new ones.
SMILES,RAM network inh,Diaphorase act,Hsp70 activator,S1P3 antag,DTT redox prof,G6PDH counter,Lmaj promast,TLR4 MyD88 comp,PMI act hi M6P,PMI activator,Diaphorase inh
Cc1ccc(C)c(NC(=O)CSc2ccc(-c3ccco3)nn2)c1,5.2,1,-0.3,9,0.5,-9,55*,-5,1,0.9,4
CC(C)CCN(C(=O)CNC(=O)c1cccs1)C(C(=O)NC1CCCC1)c1ccncc1 (stereo unspecified),1.8,1,-0.4,-1,-1.7,8,-13,5,1,1.3,0
Cc1noc(C)c1C(=O)N1CCC(Cc2ccccc2)CC1,0.7,0.9,-0.2,10,-0.6,13,-8,1,0.9,0.9,7
Cc1nc(N2CCN(c3ccccc3)CC2)nc2c1C(=O)CC(c1ccccc1)C2 (stereo unspecified),3.8,0.9,-0.1,22,5.2,2,27,0,0.9,1,13
CC(=O)Nc1ccccc1C(=O)C(=O)O,1.6,0.9,-0.3,·,0.8,4,-4,5,1.1,1.1,12
C[n+]1cn(/N=C/c2ccccc2)c2ccccc21,1.0,1.1,-0.1,-8,0.1,10,-9,8,1.4,1,-8
Cc1cc(SCC(=O)N/N=C/c2ccc(O)cc2O)c(C)cc1Br,0.5,0.9,-0.1,·,0.2,-4,100*,0,1.1,1.1,11
O=C(COC(=O)c1ccc(Sc2ccccc2)c([N+](=O)[O-])c1)NC1CCCc2ccccc21 (stereo unspecified),3.0,1,-0.3,·,0.2,7,-4,-7,1,1,-3
COc1ccc(NC(=O)C2C3C=CC(O3)C2C(=O)NCc2cccnc2)cc1 (stereo unspecified),2.2,0.9,0.0,·,0.4,0,7,-8,1,1,14
CCNc1nc(N)c(C(=C(C#N)C#N)c2ccccc2)s1,2.9,0.9,-0.2,·,1.8,1,9,7,0.9,0.9,14
CCc1cc2c(cc3c(=O)n(CC(=O)N4CCN(c5ccccn5)CC4)nc(CC)n32)s1,-0.3,0.7,0.4,0,-0.1,2,2,0,0.9,0.9,32
O=C(Nc1ccc(-c2nc3ccccc3s2)c(O)c1)C1=COCCO1,7.0,1,0.1,0,-0.1,6,-15,-4,0.9,0.8,2
OC1(c2cccc(C(F)(F)F)c2)CCN(Cc2nc(-c3cnccn3)no2)CC1,-0.8,0.9,0.0,-12,-0.1,-6,78*,-5,1,1,11
O=C(O)C1CCN1C1CCCCC1 (stereo unspecified),-0.9,0.8,-0.2,6,1.3,-5,-5,-6,0.9,0.9,20
